Screening results deposited in PubChem BioAssay by several laboratories.
M. tuberculosis GlmU – inhibition of mycobacterial GlmU enzyme – biochemical, glucosamine-1-phosphate acetyltransferase (AID 1376); M. tuberculosis GlmU acetyltransferase enzyme assay; higher % means a stronger effect; inhibition, %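 (tested at 30 µM in the primary screen)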, or IC50 in µM where a hit was titrated; 220,000 compounds, 0.25% hits; in the data active means inhibition above about 13%; inconclusive means no clear call, values can overlap the other calls;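 further: 0% = complete reaction with vehicle and 100% = reaction without substrate; strong numbers were not always called active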
RmlCD inh 1536 – blocks M. tuberculosis RmlC and RmlD coupled enzymes; P9WH09+P9WH11; RmlC+RmlD coupled enzyme assay, percent inhibition; primary screen in compound mixtures; inhibition, % at 3.6 µM; 160,000 compounds, 0.03% hits; in the data active means inhibition mostly above about 34%, no sharp cut-off; inconclusive means no clear call, values can overlap the other calls; inactive means mostly below about 22%; further: some results filed as inactive read as strong as hits
Target sequence (P9WH09 whole entry, looked up): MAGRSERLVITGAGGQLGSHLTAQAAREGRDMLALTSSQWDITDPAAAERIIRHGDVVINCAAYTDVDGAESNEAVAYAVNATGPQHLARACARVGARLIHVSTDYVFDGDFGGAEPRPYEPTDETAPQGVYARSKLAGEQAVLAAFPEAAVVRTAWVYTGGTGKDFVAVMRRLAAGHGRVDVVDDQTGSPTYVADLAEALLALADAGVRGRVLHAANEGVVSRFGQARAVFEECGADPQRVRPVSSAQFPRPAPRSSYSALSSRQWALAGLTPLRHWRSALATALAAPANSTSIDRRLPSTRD
Target sequence (P9WH11 whole entry, looked up): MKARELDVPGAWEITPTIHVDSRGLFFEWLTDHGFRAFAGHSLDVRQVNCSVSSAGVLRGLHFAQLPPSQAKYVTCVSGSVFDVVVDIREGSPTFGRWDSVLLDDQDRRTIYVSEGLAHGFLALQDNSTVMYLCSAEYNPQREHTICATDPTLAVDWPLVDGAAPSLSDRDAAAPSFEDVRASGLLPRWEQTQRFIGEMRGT
An asterisk follows results filed as active; ? = inconclusive; . = no result given.

Every second line gives: RmlCD inh 1536 | M. tuberculosis GlmU
COCc1cc(C)nc(OCC(=O)N/N=C/c2ccc(-c3cc([N+](=O)[O-])ccc3C)o2)c1C#N
→ 7 | 7.7%
CCN(CC)c1ccc(N=Cc2cc(Br)ccc2O)cc1
→ 3 | -2.1%
O=C(CN1C(=O)NC2(CCCC2)C1=O)Nc1ccc(F)cc1
→ -2 | 0.1%
CCn1c(=O)cc(OCC(=O)Nc2nc(C)cs2)c2ccccc21
→ 16 | 2.1%
CCOC(=O)c1c(C)[nH]c(N=Nc2ccccc2)c1C
→ . | 1.8%
CCCc1nnc(NC(=O)CCC(=O)N2CCN(S(=O)(=O)c3ccc(F)cc3)CC2)s1
→ . | 0.4%
COc1ccccc1NC(=O)c1ccc(-c2ccccc2F)o1
→ . | 1.4%
CC(/C=C/c1ccc(C)o1)=C\C(=O)O
→ 6 | -1.8%
Nn1c(SCC(=O)Nc2ccc(S(=O)(=O)N3CCCC3)cc2)nnc1C(F)(F)F
→ 16 | 0.2%
COc1ccc(CNC(=O)COC(=O)c2n[nH]c3ccccc23)cc1OC
→ . | 2.6%

Continued:
Every second line gives: RmlCD inh 1536 | M. tuberculosis GlmU
COc1cc(SC)ccc1C(=O)N1CCN(c2ccc(O)cc2)CC1
→ 3 | 3.6%
O=C1N(C2CCCC2)C[C@@H]2C[C@@H](c3cccn3-c3ccccn3)N3CCC[C@@]123
→ . | -0.3%
Cn1c(=O)[nH]c2cc3ccccc3cc21
→ . | 2.5%
CC1(C)NC(=O)N(CC(O)CN2C(=O)CCC2=O)C1=O (stereo not drawn)
→ . | -4.7%
Cc1ccc(-n2c(Cn3ncc4ccccc4c3=O)n[nH]c2=S)cc1
→ -9 | 1.4%
NC(=O)C(c1ccccc1)c1ncc(C(F)(F)F)cc1Cl (stereo not drawn)
→ 15 | 4.2%
O=C(COC(=O)c1cc[n+]([O-])cc1)Nc1ccc([N+](=O)[O-])cc1Cl
→ -8 | -3.9%
Cc1ccccc1-c1nc(CN2CCC(C(=O)NCCCN3CC(C)CC(C)C3)CC2)c(C)o1 (stereo not drawn)
→ -10 | -4.7%
COc1ccc(C2(CNC(=O)c3cc([N+](=O)[O-])cc([N+](=O)[O-])c3)CCCC2)cc1OC
→ 5 | -0.5%
c1ccc(COc2ccccc2CNc2nn[nH]n2)cc1
→ 0 | 3.4%

(more compounds)
Every second line gives: RmlCD inh 1536 | M. tuberculosis GlmU
COc1ccc(-c2c(C)nn3c(N)c(C#N)cnc23)cc1OC
→ 2 | 1.0%
O=C(Cn1c(=O)n(-c2ccc(F)cc2)c(=O)c2sccc21)c1ccccc1
→ -14 | 7.5%
Cc1ccc(NC(=O)OCCNC(=O)c2ccncc2)cc1
→ -9 | -1.1%
CCOc1cc(C(=O)OCC(=O)Nc2ccc(Cl)cn2)ccc1OCC(=O)N1CCOCC1
→ . | -2.6%
Cc1cnc(C(=O)N2CCCC(C(=O)c3ccc(C(C)(C)C)cc3)C2)cn1 (stereo not drawn)
→ . | -6.0%
Cc1cc(NC(=O)c2cc(-c3ccc(Br)cc3)on2)no1
→ -7 | -0.7%
COCCNC(=O)Nc1ccc2nc(C)sc2c1
→ . | 1.5%
COC(=O)c1ccc2ccn(CC(=O)NC(C)C)c2c1
→ -9 | 2.1%
CN(C)c1nc(N(C)C)nc(N(C)C)n1
→ . | -4.7%
CC/C(=N\OC(=O)c1ccc(OC(C)C)cc1)c1ccc(C)cc1
→ 8 | .

(list continues)
Every second line gives: RmlCD inh 1536 | M. tuberculosis GlmU
C=CCn1c(SCc2c(Cl)cccc2Cl)nnc1-c1cccnc1
→ -7 | 5.1%
COc1ccc(OC)c(/C=C/C(=O)N2CCCc3ccccc32)c1
→ 3 | 1.1%
O=C(Cn1cc(C(=O)c2ccccc2)c2ccccc21)NCc1ccco1
→ . | -0.6%
C/C(=N\OC(=O)c1ccc(F)cc1)c1sc(-c2ccccc2)nc1C
→ 5 | 1.5%
Cc1cccc(-c2nnc3sc(-c4ccccc4C)nn23)c1
→ . | -1.5%
O=c1ccc2cc(S(=O)(=O)N3CCN(c4ccccc4)CC3)ccc2o1
→ 42 | -8.8%
O=C(CNC(=O)C(c1ccccc1)c1ccccc1)N/N=C\c1ccc2c(c1)OCO2
→ 2 | -2.9%
Cc1ccc(C(=O)COC(=O)CSc2cccc3cccnc23)c(C)c1
→ . | 1.1%
Cc1ccc(C(=O)NNC2=Nc3cccc4cccc2c34)cc1
→ -13 | 1.7%
OC1/C(=C/c2ccc(C(F)(F)F)cc2)N2CCC1CC2 (stereo not drawn)
→ -7 | -0.7%

Entries of single compounds, looked up by structure. Order of values: RmlCD inh 1536	M. tuberculosis GlmU
CC(/C=C/c1ccc(C)o1)=C\C(=O)O in the list: 6	-1.8%
O=C(COC(=O)c1cc[n+]([O-])cc1)Nc1ccc([N+](=O)[O-])cc1Cl in the list: -8	-3.9%
C/C(=N\OC(=O)c1ccc(F)cc1)c1sc(-c2ccccc2)nc1C in the list: 5	1.5%
CCN(CC)c1ccc(N=Cc2cc(Br)ccc2O)cc1 in the list: 3	-2.1%
COc1cc(SC)ccc1C(=O)N1CCN(c2ccc(O)cc2)CC1 in the list: 3	3.6%

The results go on.
Every second line gives: RmlCD inh 1536 | M. tuberculosis GlmU
O=c1[nH]c2ccc(Cl)cc2c(-c2ccccc2)c1N1CCN(CCO)CC1
→ -14 | -5.3%
CNC(=S)NCCc1cc2c(OC)ccc(OC)c2[nH]c1=O
→ 5 | 2.9%
COc1ccc(-c2nc(C#N)c(NCc3ccc(C)cc3)o2)cc1OC
→ 3 | 2.7%
Cc1nn(CC(=O)Nc2cc(S(=O)(=O)N(C)C)ccc2Cl)c(C)c1[N+](=O)[O-]
→ 10 | 4.6%
CC(O)[C@H]1CNC(=O)C(=O)N1CCC12CC3CC(CC(C3)C1)C2 (stereo partly drawn)
→ 28 | 2.6%
Cc1ccc(C)n1-c1sc2c(c1C#N)CCCC2
→ . | 0.9%
Cc1ccc(-c2nn(-c3ccccc3)cc2C2CC(c3cccs3)=NN2C(=O)CCC(=O)O)cc1 (stereo not drawn)
→ 2 | .
CCC(=O)Nc1cccc(C2=NOC3(C2)C[C@@H](C(N)=O)N(C(=O)C2(C)CC2)C3)c1 (stereo partly drawn)
→ 8 | -0.1%
Cc1cc(C(=O)O/N=C(\N)c2ccncc2)ccc1[N+](=O)[O-]
→ 16 | -0.7%
O=S1(=O)C=C(SCc2ccc(F)cc2)Nc2ccccc21
→ 2 | -0.2%

(more compounds)
Every second line gives: RmlCD inh 1536 | M. tuberculosis GlmU
Cn1cccc1Cc1nnc(SCC(=O)Nc2cccc(F)c2)n1-c1ccc(F)cc1
→ -8 | -0.1%
N#Cc1c(NC(=O)CSc2ncn[nH]2)sc2c1CCCC2
→ -31 | -0.1%
Cc1ccnc(NC(=O)CCC(=O)N(CC(=O)NCCc2ccccc2)Cc2cccs2)c1
→ -10 | -0.7%
CCCC1CC(=O)OC1(C)C(=O)CSc1n[nH]c(-c2ccccc2)n1 (stereo not drawn)
→ 0 | -2.8%
CCN1CCN(C(=O)c2ccc(COc3ccc(Cl)cc3)o2)CC1
→ ? | -1.3%
COc1cc(-c2noc(C3CCCN(S(=O)(=O)c4cccc(Cl)c4)C3)n2)cc(OC)c1OC (stereo not drawn)
→ . | 0.6%
Cc1ccc(NC(=O)CN(C)C(=O)CCOc2cccc(C)c2)cc1
→ -10 | -5.7%
CC(=O)N1CCN(c2nnnn2-c2ccccc2)CC1
→ . | -0.4%
Cc1ccc(C(=O)N/C(=C/c2ccccc2)C(=O)NCc2ccncc2)cc1
→ . | -4.1%
C/C(=N/NC(=O)CCCOc1ccc(Cl)cc1Cl)c1ccc(C)o1
→ -12 | 10%

More records follow.
Every second line gives: RmlCD inh 1536 | M. tuberculosis GlmU
Cc1nnc(NC(=O)CSc2nnc(-c3ccccc3)n2C)s1
→ . | 1.9%
CCOc1ccccc1Nc1nc(-c2sc(NC(=O)c3ccccc3)nc2C)cs1
→ . | 2.0%
CSc1ncc(CN2CCN(C3CCCCC3)C(CCO)C2)cn1 (stereo not drawn)
→ 14 | -2.7%
CCOC(=O)CC1=C(C(=O)OCC)C(c2cccnc2)C(C#N)=C(N)O1 (stereo not drawn)
→ . | 2.3%
COC(=O)c1ccc(C(=O)OC)c(NC(=O)c2cnc3n(c2=O)CCS3)c1
→ 0 | 1.1%
CCOc1ccc2[nH]c(C)c(CN3CCN(CC)CC3)c(=O)c2c1
→ 11 | 3.6%
CCOCCCNc1ncc2c(n1)CC(c1ccc(C)cc1)CC2=O (stereo not drawn)
→ . | -0.2%
O=C(NCN1C(=O)C2C3C=CC(C3)C2C1=O)Nc1ccccc1O (stereo not drawn)
→ 8 | -3.4%
CN1C(=O)NC(=O)/C(=C/c2ccc(C(=O)O)cc2)C1=O
→ 3 | 2.8%
Nc1nc2n(n1)C(c1ccco1)CC(c1ccccc1)N2 (stereo not drawn)
→ -7 | 0.1%

Next section.
Every second line gives: RmlCD inh 1536 | M. tuberculosis GlmU
C[C@@H](Nc1nc(-c2ccccc2)nc2c1oc1ccccc12)C(=O)O
→ . | 4.8%
COc1cc(OC)c(OC)cc1/C=C/c1cc(C(=O)O)c2ccccc2n1
→ . | -2.4%
CSc1nc2ccccc2n1Cc1cccc([N+](=O)[O-])c1
→ -4 | -3.6%
CCOC(=O)c1c(NC(=O)CSc2nnnn2CC)sc(C)c1C
→ 4 | -3.5%
Cc1ccc2c(c1)N(CCC(=O)NCc1ccc3c(c1)OCO3)C(=O)CO2
→ -5 | 3.7%
CCCC1COC(Cn2cncn2)(c2ccc(Cl)cc2Cl)O1 (stereo not drawn)
→ -4 | -0.2%
COc1ccc2[nH]c(=O)c(CN(C)C(=O)COc3ccccc3)cc2c1
→ -7 | -0.1%
O=C(O)C1CSC2(c3ccc(F)cc3)CCC(=O)N12 (stereo not drawn)
→ -4 | -0.6%
COC(=O)c1ccccc1NC=C1C(=O)OC2(CCCCC2)OC1=O
→ -8 | .
Cc1cc(=O)[nH]c(SCC(=O)Nc2nc3c(s2)CCCC3)n1
→ 5 | 0.8%

(cont.)
Every second line gives: RmlCD inh 1536 | M. tuberculosis GlmU
CCc1ccc2nc(N3C(=O)C(O)=C(C(=O)c4ccco4)C3c3cccs3)sc2c1 (stereo not drawn)
→ 0 | 3.5%
O=S(=O)(Nc1ccc2nc(C(F)(F)F)[nH]c2c1)c1ccccc1
→ 16 | 3.6%
CN(c1ccccc1C(=O)Nc1cccc(Cl)c1Cl)S(C)(=O)=O
→ -5 | 2.7%
CCOC(=O)/C(C#N)=C1/C=CN(Cc2ccccc2)C=N1
→ . | 3.6%
Cc1cccc(Nc2nc3c(S(=O)(=O)c4ccccc4)nnn3c3ccccc23)c1C
→ 7 | -1.1%
O=C(Nc1cccc(Cl)c1N1CCCC1)c1cc2ccccc2o1
→ . | 1.9%
O=C(NNC1=C(C(=O)C(F)(F)F)CCC1)c1ccc(Cl)cc1
→ 1 | -0.3%
CSc1ccc(C2CC(=O)Nc3c2c(=O)n(C)c(=O)n3C)cc1 (stereo not drawn)
→ -7 | -2.2%
O=C1N/C(=N\S(=O)(=O)Cc2ccccc2)S/C1=C/c1cc([N+](=O)[O-])ccc1O
→ 8 | 12%
Cc1cc(C)n(C(=O)c2ccc(C)c(S(=O)(=O)N3CCCC3)c2)n1
→ -6 | 4.9%

Further compounds:
Every second line gives: RmlCD inh 1536 | M. tuberculosis GlmU
Cc1ccc(S(=O)(=O)N2CCN(C(=O)CN3CCCCC3)C2C(C)C)cc1 (stereo not drawn)
→ -6 | -3.2%
CCC1=C(OC(=O)N(CC)CC)N2C(=O)OC(=NCC3CC3)[C@]2(C)[C@H]2C1=CC[C@H]1C(=O)NC(=O)[C@H]12
→ . | -0.4%
Cc1nc2c(-c3ccc(F)cc3)c(C)nn2c(C)c1CCC(=O)N1CCC(Cc2ccccc2)CC1
→ -19 | -7.6%
O=C(COc1ccc(S(=O)(=O)NC2CCCCC2)cc1)NC1CCCC1
→ . | -1.2%
COC(C[C@@H](O)C[C@H](O)COCc1ccccc1)OC
→ . | 1.4%
O=C(NCc1ccc2c(c1)OCO2)C1CCN(S(=O)(=O)N2CCOCC2)CC1
→ . | 1.4%
Nc1c(C(=O)NCc2ccccc2)sc2nc3c(cc12)C(=O)CCC3
→ -9 | 1.3%
COc1ccccc1N(CC(=O)N(c1ccccc1)C(C)C)S(=O)(=O)c1cccs1
→ 5 | 2.4%
O=C(O)c1cccc(Nc2cc(Cl)c3nonc3c2[N+](=O)[O-])c1
→ -19 | 131µM*
CCOC(=O)c1c(C)sc2c1N(C(=O)CN1CCOCC1)c1cc(Cl)ccc1S2
→ . | 0.7%

Next entries follow:
Every second line gives: RmlCD inh 1536 | M. tuberculosis GlmU
CC1(C)CC(=O)C2=C(C1)OC(N)=C([N+](=O)[O-])C2c1ccc(C#N)s1 (stereo not drawn)
→ -10 | 4.3%
N#C/C(=C\c1ccccc1)C(=O)N(c1ccccn1)C1CCCCC1
→ 1 | 1.1%
C/C(=N\O)c1ccn(S(=O)(=O)c2ccc(Cl)cc2)c1
→ 13 | 2.9%
COc1ccccc1CNc1ncnc2c1nnn2Cc1ccccc1
→ -6 | 2.2%
N/C(=N\O)c1ccc(N2CCN(c3ncccc3C(F)(F)F)CC2)nc1
→ 4 | 2.0%
COc1ccc(C(=O)NCCc2ccc(S(N)(=O)=O)cc2)cc1OC
→ -1 | -1.6%
CC1=NC(C)(C)Cc2c(C)cccc21
→ . | 4.1%
CCCN1C(=O)/C(=C/c2ccc3c(c2)OCO3)NC1=S
→ 15 | 3.4%
CCOC(=O)NC(NCc1ccccc1)(C(F)(F)F)C(F)(F)F
→ 14 | -2.6%
O=C(NC(=O)c1ccc(Cl)cc1)OC1CCCCC1
→ . | -1.3%
Cc1ccc(OC(C)C(=O)N2CCCc3ccccc32)cc1 (stereo not drawn)
→ 7 | 4.7%
Cc1ccc(SCc2ccc(C(=O)N3CCCCC3)cc2)cc1
→ -12 | -2.7%
CC(=O)c1cccc(NC(=O)C2CCN(S(=O)(=O)c3ccccc3)CC2)c1
→ . | -2.0%

Not all compounds are listed; the hit share may differ from the screen's.
